# Assay outcomes deposited in PubChem BioAssay by Sanford-Burnham Center for Chemical Genomics.
# STEP inh: STEP (human) phosphatase inhibition; recombinant STEP, OMFP fluorogenic substrate, fluorescence; inhibition, % at 20 µM; hit rate 0.25% among 360,000; AID 588621;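 active = inhibition at 20 µM, scaled per plate between control wells, above about 37%, limit read from the data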;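 also: 0% = DMSO with enzyme and substrate and 100% = substrate only without enzyme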
#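 Material: STEP (striatal-enriched tyrosine phosphatase) enzyme, cell-free | Medium: 50 mM Bis-Tris pH 6.0 with 2.5 mM DTT and 0.005% Tween 20 | Read-out: Percent inhibition scaled to no-enzyme and uninhibited-enzyme controls, plate-pattern corrected | Signal: Fluorescence read at 480 nm ex / 540 nm em | Times: 20 min reaction, room temperature, in the dark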
# CendR NRP1 mod: NRP-1/CendR interaction modulation; FAM-RPARPAR peptide binding to NRP-1, fluorescence polarization; hit rate 0.85% among 360,000; inhibition, % at 25 µM; O14786; AID 602438;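 active = inhibition or corrected inhibition above about 18%, plus a signal ratio from 0.5 to 1.5, limit read from the data, passing the limit was not always enough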; also: strong numbers were not always called active
# Target sequence (O14786 whole entry, looked up): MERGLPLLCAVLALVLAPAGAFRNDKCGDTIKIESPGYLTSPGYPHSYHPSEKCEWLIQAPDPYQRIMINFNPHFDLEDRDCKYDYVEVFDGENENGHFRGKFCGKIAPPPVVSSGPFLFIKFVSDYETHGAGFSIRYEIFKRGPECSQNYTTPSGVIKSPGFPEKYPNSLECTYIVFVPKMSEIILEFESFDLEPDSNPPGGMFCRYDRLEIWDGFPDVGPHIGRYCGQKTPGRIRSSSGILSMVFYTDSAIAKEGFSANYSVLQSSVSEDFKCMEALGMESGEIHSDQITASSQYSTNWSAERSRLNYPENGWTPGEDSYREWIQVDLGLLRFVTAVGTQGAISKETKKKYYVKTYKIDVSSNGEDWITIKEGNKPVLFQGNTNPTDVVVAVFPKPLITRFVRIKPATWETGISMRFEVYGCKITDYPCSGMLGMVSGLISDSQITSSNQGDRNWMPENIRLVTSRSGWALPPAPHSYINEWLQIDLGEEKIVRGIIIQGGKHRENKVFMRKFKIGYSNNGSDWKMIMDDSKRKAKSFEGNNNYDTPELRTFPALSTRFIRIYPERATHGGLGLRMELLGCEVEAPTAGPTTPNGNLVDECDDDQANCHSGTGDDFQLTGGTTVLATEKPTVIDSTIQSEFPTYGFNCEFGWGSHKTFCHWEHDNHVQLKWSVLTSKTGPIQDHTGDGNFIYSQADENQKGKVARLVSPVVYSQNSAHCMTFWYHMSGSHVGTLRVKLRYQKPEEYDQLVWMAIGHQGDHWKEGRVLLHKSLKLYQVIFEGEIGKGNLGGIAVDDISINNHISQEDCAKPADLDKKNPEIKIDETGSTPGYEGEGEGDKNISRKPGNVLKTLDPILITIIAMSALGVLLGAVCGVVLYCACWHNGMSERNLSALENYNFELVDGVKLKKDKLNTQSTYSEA
# MT1-MMP act inh: inhibitors of human MT1-MMP activation; HT1080 RFP-PRO-GFP cells, GFP/RFP ratio fluorescence, overnight; percent of plate control window, DMSO zero; GFP/RFP ratio change, % at 20 µM; hit rate 0.061% among 360,000; AID 651647;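 active = GFP/RFP ratio change of at least 30% with cell ATP level not reduced by more than half and red fluorescence within 50% of control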; also: strong numbers were not always called active
#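 Assay system: HT1080 cells carrying an RFP-PRO-GFP reporter | Dosing: Single dose of 20 µM compound, 1% DMSO final | Incubation: Cells overnight before dosing, compound overnight, 37 °C, 5% CO2 | Evaluation: GFP/RFP fluorescence ratio | Control set: DMSO and RFP-L50D-GFP cell wells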
# SUMO1-SIM PPI: modulators of human SUMO1-mediated protein-protein interactions; SUMO1 binding to a labelled peptide, TR-FRET, 1 h; inhibition, % at 20 µM; hit rate 0.33% among 360,000; AID 602429; in the data active = inhibition above about 37%
# Rpn11 block: blocks the human proteasome subunit Rpn11. hit rate 0.59% among 360,000. O00487. calls only at 20 µM. human 26S proteasome, Ub4-pepOG fluorescence polarization; 20S core pre-blocked with epoxomicin;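 active = inhibition at 20 µM, scaled to each plate's controls, above about 33%, limit read from the data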
# Scp-1 inhibitor: blocks human Scp-1 phosphatase activity | Recombinant Scp1, phosphopeptide, malachite green phosphate absorbance | inhibition, % at 20 µM | hit rate 0.88% among 340,000 | AID 493091;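 active = inhibition above about 50% at 20 µM, limit read from the data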;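 also: plate controls were DMSO wells with enzyme for no effect and wells lacking enzyme for full effect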
# Target sequence (Q9GZU7 76-261 limits assumed): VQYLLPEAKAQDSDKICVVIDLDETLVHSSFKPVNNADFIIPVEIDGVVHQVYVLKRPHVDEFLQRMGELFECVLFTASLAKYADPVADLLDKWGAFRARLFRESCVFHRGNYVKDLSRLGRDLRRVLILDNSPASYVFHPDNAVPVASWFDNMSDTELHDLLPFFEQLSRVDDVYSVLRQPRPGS
#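 Times: enzyme reaction 45 min at room temperature, colour 5 min, stabilisation 30 min. Material: SCP-1 catalytic fragment, aa 76-261. Medium: Acidic Tris acetate buffer with magnesium and detergent. Signal: colorimetric free-phosphate detection, absorbance 630 nm. Read-out basis: % inhibition of SCP-1 phosphate liberation. Reagent: Phosphorylated 17-residue peptide substrate.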
# DNMT1 inh: inhibitors of human DNMT1; P26358; DNMT1 molecular beacon, Hinp1I cleavage, fluorescence; hit rate 0.83% among 360,000; inhibition (reported as % activation of signal), % at 10 µM; AID 588458; in the data active = inhibition above about 50%
# LMPTP block: blocks human LMPTP phosphatase; hit rate 0.22% among 360,000; inhibition, % at 20 µM; AID 651560; recombinant LMPTP-A, OMFP fluorogenic substrate, fluorescence intensity;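 active = compounds that cut the enzyme signal by at least half of the control window in the single-dose screen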;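 also: plate controls were DMSO wells with enzyme plus substrate for no effect and substrate without enzyme for full effect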
#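 Test system: LMPTP-A, protein tyrosine phosphatase of low molecular weight; Input: 0.625 nM enzyme; Incubation: 50 min dark incubation at room temperature; Signal: endpoint fluorescence intensity from OMFP dephosphorylation; Read-out basis: % inhibition versus control wells.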
# NadD inh: NadD (S. aureus) enzyme inhibition. purified NadD enzyme, colorimetric absorbance read-out. inhibition, % at 20 µM. hit rate 0.78% among 360,000. AID 602399; in the data active = inhibition above about 26%; also: some compounds past the cut are filed as inactive
# SKN-1 inh: blocks SKN-1 activity in C. elegans; C. elegans VP596 Pgst-4::GFP/RFP ratio, acrylamide-induced, 24 h; inhibition, % at 21.8 µM; hit rate 0.49% among 360,000;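 active = interference check ratio from 0.5 to 1.5 plus GFP to RFP signal ratio inhibition reaching or exceeding a fixed threshold, cut at about 30% in these data, passing the limit was not always enough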; also: some compounds called inactive have numbers as strong as hits
# * = called active by the depositor; i = inactive; nt = no result given.
SMILES,STEP inh,CendR NRP1 mod,MT1-MMP act inh,SUMO1-SIM PPI,Rpn11 block,Scp-1 inhibitor,DNMT1 inh,LMPTP block,NadD inh,SKN-1 inh
CCNC(=O)COC(=O)c1ccc(-n2nc(C)cc2C)cc1,-0.4,-6.2,0.7,0.7,i,-3.9,-0.8,-1.6,-6.0,-8.3
Cc1ccc(Nc2cc(C)c3ccc(O)cc3n2)cc1C,0.3,-2.9,-5.6,-3.5,i,0.2,-5.3,0.1,-9.8,8.3
COc1ccc(NC(=O)[C@@H](NC(=O)N2C[C@H]3C[C@@H](C2)c2cccc(=O)n2C3)C(C)C)cc1OC,-2.5,-8.0,2.9,5.0,i,9.5,-2.7,-3.0,3.3,-4.0
CC(C)(C)c1cc2cccnc2n1Cc1ccccc1,-8.6,9.2,-2.2,-3.4,i,-7.0,2.9,-0.7,-5.1,-11.7
COc1ccc(COc2cccnc2N)cc1,-2.8,6.2,1.0,-0.1,i,-7.9,-0.6,3.4,2.7,3.6
O=C(OCC(=O)N1CCCC1=O)c1cccc([N+](=O)[O-])c1,-1.0,15.5,1.4,-32.9,i,-4.7,1.9,-1.5,-5.1,-3.8
C=CCNCCCOc1ccc(C(C)(C)c2ccccc2)cc1,1.7,6.2,0.4,-2.0,i,-7.6,2.5,-2.9,-4.9,7.1
COc1ccc(C2C(C(=O)N3CCN(c4ccccn4)CC3)CCC(=O)N2c2cc(OC)c(OC)c(OC)c2)cc1 (stereo not given),-1.0,-3.1,-3.2,2.1,i,-19.9,-0.2,-0.4,0.8,-7.0
COc1ccc(CCn2c(C)cc(C(=O)CSc3nnc(N)s3)c2C)cc1,2.6,14.2,-1.0,5.3,i,0.6,-14.5,1.0,2.7,12.8
O=C(Nc1ccc2c(c1)OCO2)C(c1ccc(Cl)cc1)N1CCN(C(=O)c2ccco2)CC1 (stereo not given),-0.8,-0.3,-1.9,0.5,i,-7.7,-0.4,1.1,1.8,9.4
O=C(CN1CCN(Cc2ccc(Cl)cc2)CC1)N/N=C/c1cccs1,-2.1,-7.0,-0.4,-3.2,i,-7.3,1.3,-0.8,-9.3,22.6
CSc1ccc(C(=O)C2CCCN(C(=O)CCn3cncn3)C2)cc1 (stereo not given),-2.4,4.7,-3.4,-2.6,i,-3.1,-0.1,-0.7,0.5,1.0
CCC(=O)N1c2ccc(S(=O)(=O)N3CCN(c4ccccc4Cl)CC3)cc2CC1C (stereo not given),3.5,4.4,-0.7,8.0,i,-6.8,-3.5,2.2,-0.4,15.8
Cc1ccc(N(CC(=O)NCc2ccncc2)S(C)(=O)=O)cc1Cl,1.7,-6.2,nt,-0.5,i,2.6,5.5,0.4,-1.4,-23.1
O=C(CCN1CCc2ccccc2C1)c1ccc2c(c1)OCCO2,1.8,5.8,-1.7,-1.3,i,-5.2,-0.2,-1.6,-1.6,-15.4
Cc1noc(C)c1S(=O)(=O)N1CCC(C(=O)N2CCN(Cc3ccc4c(c3)OCO4)CC2)CC1,0.2,-0.1,2.5,-0.1,i,3.3,5.0,-0.2,4.8,10.8
O=C1CCCC2=C1C(Cc1ccccc1)C1=C(CCCC1=O)O2,2.5,-6.9,0.3,3.9,i,-4.0,1.0,-0.4,3.8,-5.1
CC1CC(C)CN(C(=O)c2cccc(N3C(=O)c4ccccc4C3=O)c2)C1 (stereo not given),2.1,-8.8,3.9,-14.0,i,-1.1,3.9,0.1,-0.4,6.5
CCn1cc(CNC(=O)NC2CCCCC2)c(C)n1,1.8,-1.2,3.5,11.8,i,-5.7,0.9,-3.3,-2.0,6.0
O=C(Nc1c(-c2ccccc2)[nH][nH]c1=O)c1ccc(Br)cc1,1.6,7.3,1.5,5.7,i,nt,-15.0,1.6,-0.5,3.2
Cc1ccc(-c2ccnc3c(Br)c(C)nn23)cc1,8.2,0.0,1.6,-27.4,i,-7.3,-0.9,0.4,-5.1,13.4
COC(=O)[C@H](Cc1ccccc1)NC(=O)NCCc1ccc(S(N)(=O)=O)cc1,0.8,1.2,1.9,2.8,i,-7.2,0.6,-1.5,6.5,-12.1
O=C(O)c1cc(-c2cccs2)[nH]n1,-2.2,5.0,1.2,-0.4,i,3.2,0.9,-0.4,-7.3,0.6
CCCNC(=O)Cn1c(=O)oc2ccccc21,-6.2,-0.9,2.6,0.8,i,-7.0,3.0,-0.8,-3.3,9.4
O=S(=O)(c1cccc2nsnc12)N1CCc2ccccc2C1,-3.8,5.9,-4.9,-18.7,i,-4.3,-3.9,-1.5,-2.7,16.7
CC1CC(C)CN(S(=O)(=O)c2ccc(NC(=O)C3CSC4(C)CCC(=O)N34)cc2)C1 (stereo not given),0.4,-6.8,1.1,-0.3,i,-4.0,-1.9,-0.5,-3.3,7.0
CCn1cc(S(=O)(=O)Nc2ncccn2)cn1,4.2,5.7,-3.2,0.4,i,-6.1,-0.6,-0.2,-5.9,-5.6
C#Cc1ccc([C@@H]2C=C(C(=O)N3CCN(Cc4ccc5c(c4)OCO5)CC3)O[C@H](OCC)[C@H]2CCCO)cc1,0.7,-0.8,-0.3,-0.8,i,6.2,-8.5,1.3,-2.6,-5.6
COc1cccc(NC(=O)CN(C)C(=O)CC2CCCC2)c1,-0.3,-5.9,1.2,4.9,i,-2.8,1.3,-1.5,-3.8,10.7
COc1cc2c(cc1OC)C(NC(=O)C(F)(F)F)C/C2=N\O (stereo not given),-1.4,6.7,-7.1,-0.5,i,-7.1,-0.1,-1.4,-4.2,9.0
O=C(c1cc(-c2ccc(O)cc2)on1)N1CCN(c2ccc(F)cc2)CC1,0.5,-4.0,-1.9,2.3,i,-14.0,-4.6,2.4,-1.2,-4.1
Cc1cc(C)cc(NS(=O)(=O)c2ccc(Oc3ncc(C(F)(F)F)cc3Cl)cc2)c1,-2.4,-0.3,-7.5,-1.2,i,-8.5,-15.5,6.2,-5.2,11.6
O=C(CNC(=O)COc1ccccc1)NCCc1ccccn1,0.5,-9.4,2.6,-2.5,i,-6.9,1.9,-1.5,-10.4,-2.4
Cc1ccsc1-c1n[nH]c(=S)n1CC(C)C,-1.1,9.4,5.5,2.3,i,1.3,1.5,-1.0,-5.9,2.5
O=C(COc1ccccc1)NCC(=O)N/N=C/c1ccc(Br)cc1,-0.8,2.5,-1.8,-12.9,i,1.7,0.7,0.1,1.8,-1.2
O=C(O)CCCc1ccccc1,-0.8,15.0,3.7,1.2,i,-3.8,-0.8,-2.1,1.5,-7.4
CCC1CCCCN1CCCNC(=O)c1cn(C)c2ccc(S(=O)(=O)N3CCOCC3)cc2c1=O (stereo not given),1.7,10.5,-3.9,2.5,i,-5.3,-2.6,-0.4,-1.5,6.1
CCCNC(=O)Nc1ccc2c(c1)N(C)C(=O)c1ccccc1S2,0.2,10.8,-1.5,-1.5,i,-11.8,-7.3,-0.7,-3.3,-22.1
CCOC(=O)c1c(OCCO)noc1N,2.2,3.9,2.0,2.8,i,-3.4,1.3,-0.7,12.9,-10.5
Cc1ccnc(NC(=O)c2cc([N+](=O)[O-])cc([N+](=O)[O-])c2)c1,2.2,6.3,0.5,-17.0,i,10.3,-5.2,-0.4,-0.2,-11.2
O=C(Nc1ccc(F)c(Cl)c1)c1cc(C2CCCN(C(=O)c3cccs3)C2)on1 (stereo not given),1.4,-7.6,4.3,3.4,i,nt,-5.5,0.7,-5.3,0.3
CC(Sc1nnc(-c2cccs2)n1Cc1ccccc1)C(=O)NCc1ccc2c(c1)OCO2 (stereo not given),-10.2,-10.3,5.7,3.1,i,-4.2,0.0,-1.3,-2.5,-9.5
CCOc1ccc(C(=O)NCC(=O)NC(C)c2ccc(-n3ccnc3)cc2)cc1OCC (stereo not given),-2.5,-9.4,1.7,45.0*,i,-1.8,0.6,-0.5,1.3,-2.9
O=C(CN1CCN(CC(=O)Nc2ccc3c(c2)OC2(CCCCC2)O3)CC1)Nc1cccc(F)c1,-0.7,2.3,4.3,1.4,i,-4.6,-10.6,1.3,-3.9,-3.8
CCN1CCN(Cc2coc3ccc(C)cc3c2=O)CC1,1.3,-5.3,0.8,-0.4,i,7.5,4.2,-3.3,-0.2,14.4
COc1ccc(CC(=O)OCC(=O)Nc2cc(S(=O)(=O)N3CCOCC3)ccc2N2CCCC2)cc1,-0.5,-15.2,-1.6,1.9,i,0.9,-0.5,-0.3,0.0,-4.2
O=C1CCCN1c1ccc(S(=O)(=O)NCCc2ccc(Cl)cc2)cc1,2.0,-3.1,8.8,-5.3,i,-0.3,4.9,0.3,-2.4,12.4
COC(=O)c1ccc(NCCC(=O)O)cc1,-1.4,-8.7,4.2,-1.0,i,4.0,12.9,-2.0,-2.8,-4.2

# 3 entries from above in a different format.
smiles | STEP inh | CendR NRP1 mod | MT1-MMP act inh | SUMO1-SIM PPI | Rpn11 block | Scp-1 inhibitor | DNMT1 inh | LMPTP block | NadD inh | SKN-1 inh
O=C1CCCN1c1ccc(S(=O)(=O)NCCc2ccc(Cl)cc2)cc1 | 2.0 | -3.1 | 8.8 | -5.3 | i | -0.3 | 4.9 | 0.3 | -2.4 | 12.4
COC(=O)c1ccc(NCCC(=O)O)cc1 | -1.4 | -8.7 | 4.2 | -1.0 | i | 4.0 | 12.9 | -2.0 | -2.8 | -4.2
CC(Sc1nnc(-c2cccs2)n1Cc1ccccc1)C(=O)NCc1ccc2c(c1)OCO2 (stereo not given) | -10.2 | -10.3 | 5.7 | 3.1 | i | -4.2 | 0.0 | -1.3 | -2.5 | -9.5

# (list continues)
SMILES,STEP inh,CendR NRP1 mod,MT1-MMP act inh,SUMO1-SIM PPI,Rpn11 block,Scp-1 inhibitor,DNMT1 inh,LMPTP block,NadD inh,SKN-1 inh
CCOc1ccccc1NC(=O)NC(=O)N(C)S(=O)(=O)c1ccc(C)cc1,-4.3,0.5,4.1,4.3,i,-3.4,2.4,-0.5,-4.4,21.4
COCC1CCCN(C(=O)c2cc(COc3ccc4ncccc4c3)on2)C1 (stereo not given),-0.5,19.6,5.3,-7.8,i,-4.2,2.5,2.3,-1.9,-20.2
O=Cc1ccc2cccnc2n1,-2.9,-18.6,0.3,4.3,i,1.4,5.7,-1.1,-6.2,3.3
Cc1ccc(NC(=O)Cn2cnc([N+](=O)[O-])c2)cc1C,-1.8,1.6,5.9,-5.5,i,-9.6,0.5,0.5,-6.1,15.3
COC(=O)c1cccc(NC(=O)/C=C/c2ccc3c(c2)OCO3)c1,-2.5,-8.3,5.1,-8.2,i,-5.3,-4.3,-0.5,-15.5,10.6
Cc1ccc(NC(=O)C2C3CCCCC32)cc1[N+](=O)[O-] (stereo not given),1.2,4.5,0.6,-19.7,i,-11.4,-1.4,0.5,-6.9,10.1
Cc1ccc(C2=NS(=O)(=O)N(C)C(C(=O)NCc3ccccc3)=C2)cc1,-0.1,4.7,-1.9,-30.6,i,-11.9,-0.5,0.5,-0.9,1.6
